UTI89 phage lysis – inhibition of K1F phage lysis, E. coli UTI89, bacterial capsule biogenesis inhibitors, alamar blue (AID 488966); inhibition, % at 100 µM; hits with a dose series show IC50 in µM; 0.02% of 340,000 active; E. coli UTI89 K1F phage lysis, alamar blue, 2 h; higher % means a stronger effect;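 active means phage lysis inhibition, versus mean bacterial control, above a set limit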;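 further: capsule biogenesis inhibitors block K1F phage lysis so surviving cells raise fluorescence; higher fluorescence means more inhibition of phage lysis; actives were called in the ten point dose series up to 300 µM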
MgcRacGAP inhibition – MgcRacGAP GTPase-activating activity inhibitors, confirmation, biochemical, ADP Hunter fluorescence | AID 624330 | 0.6% of 340,000 active | MgcRacGAP-stimulated Rac1 GTP hydrolysis, ADP Hunter fluorescence; higher % means a stronger effect; GST-tagged Rac1 F28L mutant substrate | one-dose inhibition, % at 30 µM; IC50 in µM for titrated hits;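 active means first-screen hits whose inhibition reached a set limit at any dose in the follow-up dose series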;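 further: fluorescence reports GDP produced by GAP-driven GTP hydrolysis; strong numbers were not always called active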
West Nile antiviral – inhibition of WNV-induced cytopathic effect – cell-based, CPE readout (AID 1621); West Nile virus-infected cells, CPE inhibition; higher % means a stronger effect; CPE inhibition, % at 10 µM, or IC50 in µM where a hit was titrated; 0.02% of 290,000 active; in the data active means a potency from the dose series; further: strong numbers were not always called active
T cell HTS – T cell immune modulation candidate; 0.068% of 330,000 active; calls only at 7 µM; 2C CD8+ T cell-vesicle binding, flow cytometry; stronger effect = lower value;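 active means response, share of CD8 T cells binding vesicles, and their 90th percentile fluorescence all below set limits, cut at about 80% in these data, passing the limit was not always enough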
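Read-out – percent CD8+ FL2 mean versus row control · System – murine 2C transgenic CD8+ T lymphocytes · Times – 1.5 h cell–vesicle binding at 37 °C, then 20 min icy labelling · Control set – naked vesicles low, QL9 vesicles with vehicle high · Detection – cytometric PE anti-B7-1 and Alexa647 anti-CD8 signals after 1% paraformaldehyde fixation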
NTR1 ag – NTR1-driven beta-arrestin-GFP spot formation – imaging, U2OS cells, high content, primary screen (AID 493036); P30989; 0.17% of 330,000 active; activation, % at 20 µM; agonist mode;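 active means activation at or above 40% of the spot to cytoplasm intensity ratio, with at least 20 cells analyzed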;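 further: 0% = DMSO without peptide and 100% = 100 nM NTR1 peptide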
Target sequence (P30989 whole entry, looked up): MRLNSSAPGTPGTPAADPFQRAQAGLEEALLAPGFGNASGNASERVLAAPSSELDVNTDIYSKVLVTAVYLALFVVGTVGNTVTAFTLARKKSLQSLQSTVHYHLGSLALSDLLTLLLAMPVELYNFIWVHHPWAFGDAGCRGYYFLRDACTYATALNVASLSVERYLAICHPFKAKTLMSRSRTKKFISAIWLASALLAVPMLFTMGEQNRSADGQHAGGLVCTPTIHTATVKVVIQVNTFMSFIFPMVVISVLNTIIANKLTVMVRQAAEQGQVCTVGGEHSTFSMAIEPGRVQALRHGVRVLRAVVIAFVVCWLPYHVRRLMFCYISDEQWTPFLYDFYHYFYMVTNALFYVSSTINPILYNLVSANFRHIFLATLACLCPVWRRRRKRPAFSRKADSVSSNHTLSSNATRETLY
SV40 large T antigen – TAg ATPase/helicase activity blockers – biochemical (AID 1903); SV40 large T antigen ATPase/helicase inhibition assay; higher % means a stronger effect; inhibition, % at 20 µM, or IC50 in µM where a hit was titrated; 0.39% of 310,000 active; in the data active means a potency from the dose series; further: strong numbers were not always called active
RSV CPE inhibition – inhibition of RSV-induced cytopathic effect – HEp-2 cells, primary 10 µM value included (AID 2391); 0.13% of 310,000 active; one-dose CPE inhibition, % at 10 µM; IC50 in µM for titrated hits; HEp-2 cells, RSV-induced CPE inhibition; higher % means a stronger effect; in the data active means a potency from the dose series; further: strong numbers were not always called active
Salmonella PhoP GFP – inhibitors of PhoP regulon expression, primary screen, Salmonella Typhimurium, GFP reporter (AID 1863) | one-dose inhibition, % at 50 µM; IC50 in µM for titrated hits | S. Typhimurium PhoP-regulated promoter GFP reporter, 4 h; higher % means a stronger effect | 0.16% of 300,000 active;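 active means inhibition over 29.93%, a cutoff 3 SD above the screen mean, later confirmed by dose response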;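 further: 0% = low Mg2+ inducing control and 100% = high Mg2+ repressing control; strong numbers were not always called active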
Dengue-2 NS5 capping – Dengue-2 NS5 methyltransferase inhibitors, primary screen, biochemical, confirmation dose response (AID 588689); 0.3% of 340,000 active; inhibition, % at 25 µM; hits with a dose series show IC50 in µM; Dengue-2 NS5 methyltransferase capping enzyme assay, biochemical; higher % means a stronger effect; in the data active means a potency from the dose series
T cell HTS vesicle-bound % – further read-out of T cell HTS, marked with its call; double positive events, %; measured here: CD8+ vesicle-bound cell fraction;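 binding gate set so that unloaded-vesicle control wells show 10% double positive cells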
NTR1 ag cell count 20 µM – also measured in NTR1 ag; calls as there; cell count; measured here: cell count, cytotoxicity flag
Dengue-2 NS5 capping pilot replicate – second read-out of Dengue-2 NS5 capping, no call of its own (marks repeat the call); inhibition, %; measured here: pilot screen replicate inhibition
Active calls of the source: *; i = inactive; / = no result given; [ ] = dose if it differs, or a comment.

SMILES | UTI89 phage lysis | MgcRacGAP inhibition | West Nile antiviral | T cell HTS | T cell HTS vesicle-bound % | NTR1 ag | NTR1 ag cell count 20 µM | SV40 large T antigen | RSV CPE inhibition | Salmonella PhoP GFP | Dengue-2 NS5 capping | others
O=C(CCCOc1ccc(Cl)cc1Cl)Nc1nnc(C2CC2)s1 | -0.1% | 9% | 0.8% | i | 60 | 0.1 | 67 | 5% | 1.2% | 0% | -4%
CS(=O)(=O)N1CCCC(C(=O)NC2CCCCCCC2)C1 (stereo not given) | 3.7% | -1% | 0.2% | i | 5 | 0.0 | 53 | 16% | -0.2% | 0% | -1%
CC1=NN(Cc2ccccc2)C(=O)C1 | 1.9%[50 µM] | 8% | 1.3% | i | 48 | 1.3 | 49 | 13% | 0.1% | -7% | 2%
Cc1ccc(NC(=O)c2ccc(NCCCN3CCOCC3)c([N+](=O)[O-])c2)cc1Cl | 9.0% | 11% | -0.8% | i | 33 | 0.5 | 53 | 12% | 48% | 5% | 1%
Cc1ccc(-n2nc3c(c2NC(=O)c2ccc4c(c2)OCO4)CS(=O)C3)c(C)c1 (stereo not given) | 0.6%[50 µM] | 0% | / | i | 34 | 0.0 | 67 | 20% | -0.2% | -1% | 6%
N#CCC(=O)Nc1ccc(C(F)(F)F)cc1N1CCOCC1 | -0.5% | 7% | -0.1% | i | 53 | -0.5 | 52 | 5% | 1.3% | 6% | -3%
COc1ccc(/C=C(/NC(=O)c2ccco2)C(=O)Nc2ccc(C(C)=O)cc2)cc1 | 0.1% | 5% | 1.1% | i | 48 | -0.4 | 46 | 0% | 0.9% | -3% | -2%
COc1ccc(CN(C)C(C)C(=O)Nc2ccc(S(=O)(=O)N3CCCCC3)cc2)cc1F (stereo not given) | 0.5%[50 µM] | 2% | / | i | 34 | 6.1 | 70 | / | 4.9% | / | 0%
O=C(Nc1ccc(N2CCN(C(=O)c3cccs3)CC2)cc1)c1ccc([N+](=O)[O-])o1 | 0.1% | 6% | -1.8% | i | 62 | 23 | 68 | 10% | -1.5% | 7% | -7%
CCN1C(=O)[C@H]2[C@@H](c3ccc(C)cc3)N3C(=O)N(c4ccc(C(F)(F)F)cc4)C(=O)[C@@]3(Cc3ccccc3)[C@H]2C1=O | 1.2% | 4% | -1.2% | i | 6 | 5.2 | 62 | 5% | 11% | / | -1%
CCOC(=O)CN1C(=O)C(Sc2n[nH]c(-c3cccc(C)c3)n2)CCc2ccccc21 (stereo not given) | -0.5% | 9% | -0.8% | i | 4 | 2.0 | 50 | -3% | 12% | -1% | -5%
O=C1C2CCCN2C(=S)N1c1ccc(Cl)cc1 (stereo not given) | 0.3% | 10% | -0.4% | i | 21 | 0.0 | 39 | 7% | 1.0% | -3% | 1%
CS(=O)(=O)N1CCC(c2noc(-c3ccc(C(F)(F)F)cc3)n2)CC1 | 2.6% | 11% | -0.5% | i | 42 | 0.9 | 46 | 1% | -0.3% | 9% | 2%
C=C(CC[C@@H](O)C(C)(C)O)[C@H]1CC[C@]2(C)[C@@H]1CCC1[C@@]3(C)CC[C@H](O)C(C)(C)C3CC[C@]12C (stereo not given in full) | 1.4% | 12% | / | i | 22 | 14 | 59 | / | / | / | 3%
COCc1cc(=O)oc2cc(NS(=O)(=O)c3ccc(C)cc3)ccc12 | / | / | 0.8% | i | 47 | -0.4 | 31 | 17% | 2.6% | 1% | /
CCOC(=O)C(=O)NC(C)CCc1ccccc1 (stereo not given) | 4.1% | 9% | 0.3% | i | 38 | 4.7 | 57 | 8% | 0.7% | -6% | 1%
COc1ccccc1C(=O)NCC(=O)N/N=C/c1cc(Br)ccc1OC(=O)/C=C\c1ccco1 | 0.1% | 2% | 2.0% | i | 52 | 1.6 | 83 | 7% | 1.4% | 13% | -4%
Cc1ccc(-c2nc3sc(C(N)=O)c(N)c3c3c2CCCC3)cc1 | -2.4%[50 µM] | 3% | 0.2% | i | 10 | 0.5 | 71 | 4% | 3.7% | 6% | 1%
CCCCN(C)C(=O)c1cn(CC)c2nc(C)ccc2c1=O | 3.5% | 8% | 0.2% | i | 37 | 2.2 | 64 | 0% | -0.2% | -6% | -4%
CC1OC(Nc2cccc3ccccc23)C(O)C(O)C1O (stereo not given) | 1.1% | 22% | 0.8% | i | 11 | -0.9 | 47 | 11% | -1.0% | 27% | 37%
Cc1ccc(S(=O)(=O)N/N=C/C(C)(C)CO)cc1 | 0.2% | 8% | 0.6% | i | 29 | 1.0 | 45 | 7% | 0.0% | -1% | -5%
COC(=O)c1ccccc1OCCN1CCCCCC1 | -0.1% | 24% | -0.9% | i | 65 | -1.2 | 74 | 8% | 0.7% | -7% | -1%
CCN(CC)C(=O)Cn1cc(S(=O)(=O)CC(=O)Nc2cc(C)on2)c2ccccc21 | -0.9%[50 µM] | 6% | -0.6% | i | 26 | 0.2 | 67 | 5% | 0.9% | -2% | -6%
COCCCNC(=O)c1cccs1 | 2.4% | 0% | 0.7% | i | 27 | -2.7 | 55 | 15% | 1.4% | 0% | 6%
CC(C)NC(=O)Cn1c(=O)c2c(ncn2Cc2ccccc2)n(Cc2ccccc2)c1=O | -1.3% | 9% | 0.0% | i | 26 | 2.1 | 48 | 11% | 1.2% | 7% | 1%

Overlap with the part before: 3 compounds; new compounds follow.
SMILES | UTI89 phage lysis | MgcRacGAP inhibition | West Nile antiviral | T cell HTS | T cell HTS vesicle-bound % | NTR1 ag | NTR1 ag cell count 20 µM | SV40 large T antigen | RSV CPE inhibition | Salmonella PhoP GFP | Dengue-2 NS5 capping | others
CCN(CC)C(=O)Cn1cc(S(=O)(=O)CC(=O)Nc2cc(C)on2)c2ccccc21 | -0.9%[50 µM] | 6% | -0.6% | i | 26 | 0.2 | 67 | 5% | 0.9% | -2% | -6%
COCCCNC(=O)c1cccs1 | 2.4% | 0% | 0.7% | i | 27 | -2.7 | 55 | 15% | 1.4% | 0% | 6%
CC(C)NC(=O)Cn1c(=O)c2c(ncn2Cc2ccccc2)n(Cc2ccccc2)c1=O | -1.3% | 9% | 0.0% | i | 26 | 2.1 | 48 | 11% | 1.2% | 7% | 1%
CCOC(=O)C1(Cc2ccccc2)CCCN(C(=O)c2cn[nH]c2)C1 (stereo not given) | -0.3% | -41% | 0.3% | i | 2 | 0.9 | 52 | 7% | 0.2% | -2% | 4%
CC(C)c1ccccc1NC(=O)c1ccccc1NC(=O)C1CCCCC1 | 0.1% | 13% | -0.5% | i | 52 | 2.4 | 88 | 12% | 1.9% | -11% | 0%
CCOC(=O)c1c(NCC(C)C)c2ccccc2[nH]c1=O | 0.0% | 9% | -0.1% | i | 50 | -1.3 | 46 | 23% | 3.4% | 7% | -8%
CC(C)(NO)/C(=N\O)c1ccccc1 | 0.1% | 2% | 0.1% | i | 24 | 0.7 | 38 | 8% | 3.9% | 10% | -5%
CCCc1nc(SCC(=O)c2ccccc2)c2c(=O)n(C)c(=O)n(C)c2n1 | -0.8% | 11% | -0.3% | i | 37 | 22 | 56 | 11% | -0.1% | -10% | -1%
COc1ccc(C(=O)O)cc1S(=O)(=O)N(CCc1ccccc1)Cc1ccccc1 | -0.3% | -1% | -0.1% | i | 22 | 0.1 | 62 | 2% | -0.7% | -5% | 8%
CCOC(=O)[C@H]1[C@H]2COc3ccc(OC)cc3[C@@H]2N2C(=O)CN(CCc3c[nH]c4ccccc34)C(=O)[C@@]12C | 6.4% | 6% | / | i | 24 | 0.9 | 76 | / | 0.9% | / | 0%
Cc1noc(C)c1NC(=O)N(C)C[C@H]1Oc2ccc(NS(=O)(=O)c3cccs3)cc2C(=O)N([C@H](C)CO)C[C@@H]1C | 2.8% | 1% | / | i | 11 | -1.8 | 61 | / | / | / | -6%
CCCCn1c(N)c(N(CCOC)C(=O)c2cccc(-n3cnnn3)c2)c(=O)[nH]c1=O | 0.4%[50 µM] | 1% | / | i | 49 | -2.2 | 72 | 7% | -1.1% | 1% | 3%
Cc1cn([C@@H](CCCCNC(=O)OC(C)(C)C)C(=O)NCCCCCCCCCCC(=O)N2CCN(C(=O)OC(C)(C)C)CC2)nn1 | -1.0% | 4% | / | i | 53 | 14 | 83 | 16% | 1.4% | / | 3%
CCN(CC)CCNC(=O)C(=O)Nc1cc2c3c(c1)CCC(=O)N3CCC2 | 0.6% | 0% | 0.7% | i | 13 | -0.5 | 57 | / | 2.1% | 7% | -11%
O=C1[C@H]2CCC=C[C@H]2[C@H](c2cccc(Br)c2)N1Cc1ccccc1 | -0.1% | 9% | / | / | / | 4.7 | 61 | / | / | / | 3% | Dengue-2 NS5 capping pilot replicate=1.5
COc1ccc(OC)c(NC(=O)c2ccno2)c1 | 0.4% | 4% | 0.1% | i | 41 | 0.3 | 52 | -2% | 0.7% | 9% | -1%
CCOc1ccc(S(=O)(=O)N2CCN(C)CC2)cc1NC(=O)c1ccccc1F | 0.2% | -9% | -0.4% | i | 30 | 2.4 | 32 | -5% | 1.3% | -5% | -6%
Nc1nnc(SCC(=O)OCC(=O)Nc2ccccc2F)s1 | -0.3% | 4% | -0.2% | i | 27 | -0.4 | 33 | 4% | 0.4% | 7% | 6%
COc1ccc(-n2c(=S)[nH]c3sc(-c4ccccc4)cc3c2=O)c(OC)c1 | -0.4% | 6% | 0.1% | i | 26 | -0.3 | 56 | 5% | 3.2% | -4% | -2%
CCOc1cc(C2NC(=O)c3ccccc3O2)ccc1OC (stereo not given) | 0.6% | 9% | -0.3% | i | 57 | -0.7 | 69 | 2% | -0.3% | -3% | /
COc1ccc(Cl)cc1NC(=O)C/C(C)=N/NC(=O)c1ccccc1[N+](=O)[O-] | -0.2% | 2% | -1.0% | i | 31 | -1.9 | 36 | -3% | -0.4% | 5% | -3%
CC(C)(C)c1ccc(N2C(=O)CC(C/C=C/c3ccccc3)C2=O)cc1 (stereo not given) | -0.2% | 1% | -0.3% | i | 40 | -0.7 | 55 | 22% | -0.2% | -5% | 5%
Cc1cc(C)nc(NC(=O)c2cccs2)n1 | -0.5%[50 µM] | -1% | 0.1% | i | 35 | -0.6 | 60 | 3% | 0.5% | -4% | -7%
FC(F)(F)c1cccc(N2CCN(C(=S)NC3CCCC3)CC2)c1 | -0.7% | 6% | -0.3% | i | 59 | 2.2 | 49 | 0% | 9.1% | -4% | 9%
O=c1ccc2ccc(OCCOc3cccc(Cl)c3)cc2o1 | 0.0% | 2% | -0.3% | i | 10 | 4.6 | 60 | 27% | 47% | 13% | -11%
COc1ccc(-c2nc(CN3CCC(C(=O)NC4CCCC4)CC3)c(C)o2)cc1OC | 0.2% | 11% | 0.0% | i | 36 | 1.3 | 65 | 9% | -0.5% | 3% | 3%

Assay outcomes as filed in PubChem BioAssay.
